Bioassay records: PubChem BioAssay, several laboratories
hK5 inh = blocks human kallikrein 5 protease activity; hit rate 0.59% among 210,000; inhibition, % at 5 µM; recombinant hK5, fluorogenic AMC substrate cleavage; Q9Y337;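 active = inhibition of 40% or more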;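 also: 0% = enzyme controls without compound and 100% = no-enzyme blanks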
Target sequence (Q9Y337 67-293 limits assumed): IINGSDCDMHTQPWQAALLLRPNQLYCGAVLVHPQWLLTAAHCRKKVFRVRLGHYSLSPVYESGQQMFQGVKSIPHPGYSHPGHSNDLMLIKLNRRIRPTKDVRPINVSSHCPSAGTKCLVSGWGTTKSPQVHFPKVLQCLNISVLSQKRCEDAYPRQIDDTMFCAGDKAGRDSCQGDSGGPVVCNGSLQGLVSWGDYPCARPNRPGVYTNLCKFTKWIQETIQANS
Wee1 degr inh = blocks degradation of human Wee1 kinase; AID 1321; P30291; HeLa Luc-Wee1K328M stability, luciferase luminescence; 100% = proteasome inhibitor MG132 effect; hit rate 1.2% among 220,000; reporter increase, % at 5 µM;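 active = activation above the mean of all tested compounds plus 3 SD, set per screening run, cut at about 8.8% in these data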;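 also: cells exposed to compound for 20 h before luminescence read; 0% = DMSO alone and 100% = MG132 at 30 µM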
Target sequence (P30291 whole entry K328M): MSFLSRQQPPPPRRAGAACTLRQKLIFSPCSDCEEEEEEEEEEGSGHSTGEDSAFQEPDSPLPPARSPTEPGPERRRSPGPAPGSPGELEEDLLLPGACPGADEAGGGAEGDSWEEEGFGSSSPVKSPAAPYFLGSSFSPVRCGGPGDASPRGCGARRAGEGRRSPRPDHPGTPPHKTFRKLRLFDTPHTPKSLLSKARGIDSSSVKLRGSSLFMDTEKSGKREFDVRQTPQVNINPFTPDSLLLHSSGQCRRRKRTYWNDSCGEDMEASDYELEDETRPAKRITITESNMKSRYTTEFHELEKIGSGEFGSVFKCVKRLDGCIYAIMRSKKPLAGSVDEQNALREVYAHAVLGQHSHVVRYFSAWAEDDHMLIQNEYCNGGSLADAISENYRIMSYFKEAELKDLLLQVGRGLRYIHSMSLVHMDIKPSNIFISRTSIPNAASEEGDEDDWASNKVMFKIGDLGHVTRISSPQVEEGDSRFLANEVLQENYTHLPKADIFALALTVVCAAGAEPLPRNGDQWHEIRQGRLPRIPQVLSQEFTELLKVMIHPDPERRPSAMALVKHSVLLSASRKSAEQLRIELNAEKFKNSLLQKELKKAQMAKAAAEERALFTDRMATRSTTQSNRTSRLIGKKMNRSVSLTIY
FXIa inh = factor XIa (human) inhibition; P03951; purified FXIa, Boc-Glu-Ala-Arg-AMC fluorogenic substrate; inhibition, % at 5 µM; hit rate 0.14% among 220,000; AID 798;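 active = inhibition of at least 40%; inactive = inhibition below 40%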;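 also: fluorescence of freed AMC excited at 355 nm; 0% = enzyme without compound and 100% = no enzyme blank; many of its hits are not listed in these tables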
PERK inh = human PERK inhibition, primary cell-based screen. Q9NZJ5. AID 1416. hit rate 0.17% among 220,000. CHO PERK-DD fusion, SEAP luminescence translation reporter. inhibition, % at 5.6 µM;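 active = inhibition above the mean inhibition of all tested compounds plus 3 SD, set separately per screening campaign, cut at about 2.9% in these data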;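 also: PERK kinase domain activated by AP20187 dimerizer at 100 nM; 0% = DMSO with dimerizer and 100% = rapamycin at 8.4 µM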
FXIIa inh = blocks human coagulation factor XIIa protease activity; hit rate 0.3% among 220,000; P00748; AID 800; purified FXIIa, Boc-QGR-AMC fluorogenic substrate, 2 h; inhibition, % at 5 µM; in the data active = inhibition above about 40%;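 also: 0% = enzyme with no compound and 100% = blank without enzyme; many of its hits are not listed in these tables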
p97 inhibitor = inhibitors of human p97 ATPase. P55072. recombinant p97 ATPase, Kinase-Glo ATP luminescence, 3 h. inhibition, % at 8 µM. hit rate 0.42% among 220,000; in the data active = inhibition above about 15%;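 also: 0% = DMSO vehicle and 100% = wells lacking enzyme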
Cl transport mod = modulators of human KCC2 chloride dependent transport. Q9H2X9. KCC2 cells, thallium flux FluoZin-2 fluorescence. B-score of Tl+ flux slope (higher = more flux/activation; lower = inhibition) at 10 µM. hit rate 2.2% among 190,000. AID 1456;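 active = thallium flux slope and its plate-corrected score both differing from the plate sample mean at a set confidence after two filtering rounds, in either direction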;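 also: slope of fluorescence scaled to starting intensity during 10 to 20 s after thallium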
thrombin 1536 = inhibitors of human thrombin. P00734. alpha-thrombin, Boc-VPR-AMC fluorogenic substrate cleavage. inhibition, % at 5 µM. hit rate 0.26% among 220,000. AID 1046;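 active = inhibition at or above 40%; inactive = inhibition below 40%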;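 also: 0% = enzyme with no compound and 100% = wells without enzyme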
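Material: human alpha-thrombin protein; Also added: Boc-VPR-AMC substrate, 15 µM final; Timing: enzyme reaction carried out at room temperature; Signal: fluorescence, ex 355 nm, em 460 nm; Measure: % inhibition of thrombin; Controls: enzyme without compound as high, wells lacking enzyme as low.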
Furin inhibitor = blocks human furin protease activity; P09958; purified furin, fluorogenic substrate cleavage; inhibition, % at 30 µM; hit rate 0.061% among 220,000; AID 463115; in the data active = inhibition above about 25%; also: inactives centre near -15
Active calls of the source: *; [ ] = dose if it differs, or a comment.

Screening Cc1cc(C(=O)NNC2CC(=O)N(c3ccc4ccccc4c3)C2=O)c(C)o1 (centres undefined) returned hK5 inh -2.6, Wee1 degr inh -0.8, FXIa inh 7.9, PERK inh 0.0, FXIIa inh 4.7, p97 inhibitor -0.6, Cl transport mod -0.509, thrombin 1536 -6.5 and Furin inhibitor -12.2.
COc1ncnc2c1oc1nc(CC(C)C)c3c(c12)CC(C)(C)OC3 was read as hK5 inh -20.5, Wee1 degr inh 1.7, FXIa inh -0.2, PERK inh 1.5, FXIIa inh 7.9, p97 inhibitor 3.9, Cl transport mod 1.25, thrombin 1536 -7.0 and Furin inhibitor -22.8.
COc1ccc(C)cc1NC(=O)CN1CCN(S(=O)(=O)c2ccc(Cl)cc2)CC1 was read as hK5 inh -11.6, Wee1 degr inh -3.7, FXIa inh 8.8, PERK inh 0.2, FXIIa inh -1.6, p97 inhibitor -5.2, Cl transport mod 0.415, thrombin 1536 -4.6 and Furin inhibitor -25.5[20 µM].
`CCCN(CCC)C(=O)c1cc([N+](=O)[O-])cc2c1-c1ccc([N+](=O)[O-])cc1C2=C(C#N)C#N` gave hK5 inh -0.1, Wee1 degr inh 1.4, FXIa inh 4.6, PERK inh -0.6, FXIIa inh 15.1, p97 inhibitor 2.6, Cl transport mod -0.536, thrombin 1536 7.3 and Furin inhibitor -10.0.
COCCn1c(-c2ccco2)csc1=Nc1cccnc1 was read as hK5 inh -5.3, Wee1 degr inh -0.9, FXIa inh -2.2, PERK inh -0.1, FXIIa inh 11.4, p97 inhibitor 3.0, Cl transport mod 0.553, thrombin 1536 0.2 and Furin inhibitor -6.4[20 µM].
For COCCNS(=O)(=O)c1cc(C(=O)O)ccc1OC the results were hK5 inh 3.0, Wee1 degr inh -2.0, FXIa inh -4.0, PERK inh 1.0, FXIIa inh 3.9, p97 inhibitor -0.1, Cl transport mod 0.531, thrombin 1536 -13.2 and Furin inhibitor -21.0.
`N#CCn1c(CCl)nc2ccccc2c1=O` gave hK5 inh 1.6, Wee1 degr inh 3.8, FXIa inh -0.8, PERK inh 1.1, FXIIa inh 11.6, p97 inhibitor 6.5, Cl transport mod 0.454, thrombin 1536 3.0 and Furin inhibitor -23.0.
`CCOC(=O)N1CCC(NC(=O)C2CCC(CNS(=O)(=O)c3ccc(OC)cc3)CC2)CC1` (centres undefined) gave hK5 inh -17.7, Wee1 degr inh 0.3, FXIa inh 16.2, PERK inh -0.2, FXIIa inh 4.7, p97 inhibitor 2.3, Cl transport mod 1.12, thrombin 1536 1.4 and Furin inhibitor -25.8.
Screening CCCC1(C(=O)OC)NC(c2cccc(F)c2)C2C(=O)N(CC)C(=O)C21 (centres undefined) returned hK5 inh -29.6, Wee1 degr inh -2.9, FXIa inh -0.5, PERK inh 0.1, FXIIa inh 15.6, p97 inhibitor 0.9, Cl transport mod 1.63, thrombin 1536 -0.6 and Furin inhibitor -11.5.
`CCOC(=O)N1CCN(C(=O)COc2ccc(S(=O)(=O)NC3CCCCC3)cc2C)CC1` gave hK5 inh -1.2, Wee1 degr inh -1.9, FXIa inh 9.5, PERK inh -0.4, FXIIa inh 4.2, p97 inhibitor -8.3, Cl transport mod -0.868, thrombin 1536 -2.2 and Furin inhibitor -8.2[20 µM].
For COc1ccc(NC(=O)CSc2nncn2C)cc1OC the results were hK5 inh -6.6, Wee1 degr inh 0.9, FXIa inh 5.4, PERK inh 2.4, FXIIa inh 13.7, p97 inhibitor 7.9, Cl transport mod 0.653, thrombin 1536 7.5 and Furin inhibitor 26.9*[20 µM].
For Cc1onc(-c2ccccc2Cl)c1C(=O)Nc1ccc2c(c1)OCO2 the results were hK5 inh 7.5, Wee1 degr inh -0.8, FXIa inh 7.6, PERK inh -1.2, FXIIa inh 13.5, p97 inhibitor -6.1, thrombin 1536 -0.7 and Furin inhibitor -17.6.
Screening O=C(O)/C=C/C(=O)N1Cc2cc3ccccc3nc2C1 returned hK5 inh -8.0, Wee1 degr inh -0.5, FXIa inh -9.4, PERK inh 0.9, FXIIa inh 4.7, p97 inhibitor 1.6, Cl transport mod 0.238, thrombin 1536 -2.0 and Furin inhibitor -7.7.
For O=C(COc1ccc(/C=N/NC(=O)c2ccccc2O)cc1)Nc1ccc([N+](=O)[O-])cc1 the results were hK5 inh -191.6, Wee1 degr inh 7.6, FXIa inh -6.0, PERK inh 0.6, FXIIa inh 7.6, p97 inhibitor -3.9, Cl transport mod 1.28, thrombin 1536 -11.3 and Furin inhibitor -7.7.
For CCC(=O)Nc1ccc(/C(C)=N/NC(=O)c2c(-c3ccccc3Cl)noc2C)cc1 the results were hK5 inh -10.2, Wee1 degr inh 0.2, FXIa inh 5.3, PERK inh 0.2, FXIIa inh 3.5, p97 inhibitor -1.5, Cl transport mod -0.0288, thrombin 1536 -3.9 and Furin inhibitor -5.6.

The closing 3 entries of the section before open the next one:
Screening O=C(O)/C=C/C(=O)N1Cc2cc3ccccc3nc2C1 returned hK5 inh -8.0, Wee1 degr inh -0.5, FXIa inh -9.4, PERK inh 0.9, FXIIa inh 4.7, p97 inhibitor 1.6, Cl transport mod 0.238, thrombin 1536 -2.0 and Furin inhibitor -7.7.
For O=C(COc1ccc(/C=N/NC(=O)c2ccccc2O)cc1)Nc1ccc([N+](=O)[O-])cc1 the results were hK5 inh -191.6, Wee1 degr inh 7.6, FXIa inh -6.0, PERK inh 0.6, FXIIa inh 7.6, p97 inhibitor -3.9, Cl transport mod 1.28, thrombin 1536 -11.3 and Furin inhibitor -7.7.
For CCC(=O)Nc1ccc(/C(C)=N/NC(=O)c2c(-c3ccccc3Cl)noc2C)cc1 the results were hK5 inh -10.2, Wee1 degr inh 0.2, FXIa inh 5.3, PERK inh 0.2, FXIIa inh 3.5, p97 inhibitor -1.5, Cl transport mod -0.0288, thrombin 1536 -3.9 and Furin inhibitor -5.6.
Brc1ccccc1-c1nnc(-c2cccnc2)o1 was read as hK5 inh -16.2, Wee1 degr inh 3.2, FXIa inh 0.3, PERK inh -0.1, FXIIa inh 18.0, p97 inhibitor 3.4, Cl transport mod 0.688, thrombin 1536 4.6 and Furin inhibitor -10.6[20 µM].
Screening CN(C1CCS(=O)(=O)C1)S(=O)(=O)c1ccc(C2CCCCC2)cc1 (centres undefined) returned hK5 inh -11.5, Wee1 degr inh 3.3, FXIa inh 1.6, PERK inh -0.2, FXIIa inh 13.6, p97 inhibitor -1.6, Cl transport mod 2.57, thrombin 1536 -1.3 and Furin inhibitor -10.2[20 µM].
Screening CC(/C=C/c1ccco1)=N\NC(=O)c1cccnc1 returned hK5 inh -17.6, Wee1 degr inh 0.8, FXIa inh 2.0, PERK inh 2.0, FXIIa inh 3.4, p97 inhibitor 5.4, Cl transport mod 0.685, thrombin 1536 -10.6 and Furin inhibitor -14.6[20 µM].
For CCCCC(=O)NC(=S)NNS(=O)(=O)c1ccccc1 the results were hK5 inh -100.1, Wee1 degr inh -2.6, FXIa inh -4.0, PERK inh 1.0, FXIIa inh 7.8, p97 inhibitor 2.4, Cl transport mod 0.356, thrombin 1536 -6.2 and Furin inhibitor -5.5.
Screening O=C(Oc1ccc(-c2cnc3ccccc3n2)cc1)c1cc([N+](=O)[O-])ccc1Cl returned hK5 inh -17.0, Wee1 degr inh 1.7, FXIa inh 7.6, PERK inh 1.0, FXIIa inh 12.2, p97 inhibitor 3.1, thrombin 1536 0.9 and Furin inhibitor -12.9.
COc1ccccc1NC(=O)CCSc1nnc(-c2ccco2)o1 was read as hK5 inh 3.3, Wee1 degr inh -0.4, FXIa inh -1.1, PERK inh 1.0, FXIIa inh 9.0, p97 inhibitor 5.6, Cl transport mod 0.205, thrombin 1536 -6.2 and Furin inhibitor -38.4.
O=C(c1cc(S(=O)(=O)N2CCCCC2)c(Cl)cc1N1CCOCC1)N1CCOCC1 was read as hK5 inh -1.4, Wee1 degr inh 1.2, FXIa inh 3.5, PERK inh -1.3, FXIIa inh 18.7, p97 inhibitor 7.3, Cl transport mod 1.28, thrombin 1536 1.2 and Furin inhibitor -17.9.
O=c1[nH]c(CN2CCN(Cc3ccc4c(c3)OCO4)CC2)nc2ccccc12 was read as hK5 inh -5.0, Wee1 degr inh -2.0, FXIa inh -1.7, PERK inh -1.2, FXIIa inh 3.3, p97 inhibitor -2.1, Cl transport mod 1.24, thrombin 1536 0.3 and Furin inhibitor -21.4[20 µM].
For COc1ccc(N2C(=O)[C@@H]3[C@H](C2=O)[C@H]2c4ccccc4C=CN2[C@@H]3C(=O)Nc2ccccc2)cc1 the results were hK5 inh 0.9, Wee1 degr inh -1.9, FXIa inh 14.4, PERK inh -0.4, FXIIa inh 45.0*, p97 inhibitor 14.0, Cl transport mod 0.825, thrombin 1536 61.4* and Furin inhibitor -13.5[20 µM].
Screening COC(=O)CSc1nc(N)c2c3c(sc2n1)C(c1ccccc1)SC(c1ccccc1)C3 (centres undefined) returned hK5 inh -15.9, Wee1 degr inh -1.6, FXIa inh 2.8, PERK inh -0.1, FXIIa inh -0.5, p97 inhibitor 3.9, Cl transport mod 0.306, thrombin 1536 -12.5 and Furin inhibitor -16.0.
NS(=O)(=O)c1ccc(CCNC(=O)c2cc(-c3ccccn3)nc3ccc(Br)cc23)cc1 was read as Wee1 degr inh -1.3, FXIa inh 1.7, PERK inh 1.8, FXIIa inh 5.7, p97 inhibitor -2.0, Cl transport mod 0.504, thrombin 1536 3.0 and Furin inhibitor -22.2.
Screening O=C(COC(=O)c1ccccc1O)Nc1ccc(S(=O)(=O)N2CCCCC2)cc1 returned hK5 inh -2.1, Wee1 degr inh -1.7, FXIa inh 0.5, PERK inh -0.1, FXIIa inh 7.5, p97 inhibitor 2.4, Cl transport mod -1.65, thrombin 1536 -4.6 and Furin inhibitor -15.0.
`Cc1nc(Nc2ccc3c(c2)OCCO3)c2nnn(Cc3ccccc3Cl)c2n1` gave hK5 inh 16.8, Wee1 degr inh -0.2, FXIa inh 5.0, PERK inh -0.5, FXIIa inh 6.9, p97 inhibitor 1.6, Cl transport mod -1.17, thrombin 1536 9.7 and Furin inhibitor -17.9.
Screening CCN1C(=O)c2ccc(C(=O)Nc3ncc(C)s3)cc2C1=O returned hK5 inh -6.7, Wee1 degr inh -2.0, FXIa inh -2.1, PERK inh 0.1, FXIIa inh 6.1, p97 inhibitor -3.0, Cl transport mod 0.492, thrombin 1536 1.0 and Furin inhibitor -3.5.
For On1c(-c2ccc(Cl)cc2)nc2ccccc21 the results were hK5 inh -3.9, Wee1 degr inh 1.2, FXIa inh -0.2, PERK inh 1.2, FXIIa inh 13.3, p97 inhibitor -3.0, Cl transport mod 1.53, thrombin 1536 -3.6 and Furin inhibitor -29.2.
Screening O=C(CN(C(=O)Cn1nnc(-c2cccs2)n1)c1cnc2ccccc2c1)NCC1CCCO1 (centres undefined) returned hK5 inh 4.3, Wee1 degr inh -3.6, FXIa inh 7.5, PERK inh 0.3, FXIIa inh 2.3, p97 inhibitor 1.9, Cl transport mod 0.00837, thrombin 1536 -2.3 and Furin inhibitor -19.9.
For Nc1nonc1-c1nc2ccccc2n1Cc1ccccc1 the results were hK5 inh 6.0, Wee1 degr inh 5.0, FXIa inh 4.4, PERK inh -0.1, FXIIa inh 5.0, p97 inhibitor -2.6, thrombin 1536 -4.7 and Furin inhibitor -22.6[20 µM].
Screening COCCNc1nc2c(S(=O)(=O)c3cc(C)ccc3C)nnn2c2ccccc12 returned hK5 inh -3.0, Wee1 degr inh 1.2, FXIa inh -8.0, PERK inh -0.6, FXIIa inh 2.0, p97 inhibitor 3.1, Cl transport mod 0.445, thrombin 1536 13.9 and Furin inhibitor -26.7.
